Source: PubChem BioAssay
Tb PGK inh – T. brucei PGK inhibition; P07378; PGK/GAPDH coupled, Kinase-Glo luminescence, 60 min; Potency, µM (series often up to 57.5 µM), for the others: top-dose activity change, negative = inhibition, hits mostly inhibitors; 380,000 compounds, 0.043% hits; note: % is set by controls: 0 for no effect and ±100 for the full control effect; nearly all actives have a fitted effect of over 60% in size
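Recombinant glycosomal PGK reaction used 1,3-bisphosphoglycerate generated in-well by GAPDH (100nM final) in 100mM TEA pH 7.6, 5mM MgCl2, 0.01% Tween-20. After 60 minutes at room temperature, ATP was read by Kinase-Glo Plus luminescence end-point.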
12-LOX inh – inhibitors of human 12S-lipoxygenase ALOX12; 580,000 compounds, 1.1% hits; purified 12hLO, xylenol orange hydroperoxide absorbance; Potency, µM (top dose mostly 108 µM), inactives show at the top dose activity change, negative = inhibition, hits mostly inhibitors; P18054; note: % is set by controls: 0 for no effect and ±100 for the full control effect
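Purified human 12hLO at 150 nM in 25 mM Hepes, 0.01% Triton X-100, pH 7.0, preincubated 15 min at room temperature with compound. Reaction started with 40 uM arachidonic acid, 30 min at room temperature. Hydroperoxide measured by Fe-xylenol orange, 573/405 nm absorbance ratio.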
ERG-DNA inh – blocks human ERG Ets domain binding to DNA; Potency, µM (doses to about 76.9 µM), without a hit: at the top dose FP activity, negative = inhibition, most hits filed as inhibitors; 370,000 compounds, 0.028% hits; fluorescence polarization, His-ERG Ets domain / labelled DNA; active = well fitted inhibition curve with a large enough effect in the polarisation, with a control signal flat; inconclusive = small, poorly fitted or top-dose-only effect, or effect the other way, or a change in a side signal; inactive = no such curve, though single readings can be large or run the other way; the % refers to the polarisation;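 note: polarization taken with two DNA probes labelled with fluorescein and Texas red; % of control where 0% means no effect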
Target sequence (P11308 whole entry, looked up, the tested form may be a part): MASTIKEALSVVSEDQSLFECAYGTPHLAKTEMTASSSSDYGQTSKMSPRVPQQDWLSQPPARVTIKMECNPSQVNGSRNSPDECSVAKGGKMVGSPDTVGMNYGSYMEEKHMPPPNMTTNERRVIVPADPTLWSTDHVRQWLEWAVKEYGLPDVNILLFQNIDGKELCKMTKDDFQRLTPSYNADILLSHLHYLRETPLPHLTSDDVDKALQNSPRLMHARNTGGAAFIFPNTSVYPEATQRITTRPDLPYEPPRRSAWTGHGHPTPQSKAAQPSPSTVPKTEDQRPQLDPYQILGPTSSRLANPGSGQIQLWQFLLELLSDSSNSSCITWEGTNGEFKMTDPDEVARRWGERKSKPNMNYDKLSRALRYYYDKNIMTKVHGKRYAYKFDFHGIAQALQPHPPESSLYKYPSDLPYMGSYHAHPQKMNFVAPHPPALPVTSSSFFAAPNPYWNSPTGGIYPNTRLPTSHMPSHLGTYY
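His-tagged ERG Ets domain (1 uM in the protein solution; 300mM KCl, 50mM Tris-HCl, 1mM EDTA, 1mM DTT, pH 7.5) received compound, then a probe mix of 5 nM fluorescein-DNA and 100nM Texas-615-DNA. Fluorescence polarization was read for both dyes.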
RGS4 inhibitor – human RGS4 inhibition. P49798. Transcreener GDP fluorescence polarization, RGS4-accelerated GTP hydrolysis. Potency, µM (highest dose often 114 µM), for inactives: top-dose activity change, negative = inhibition, most hits filed as inhibitors. 390,000 compounds, 0.039% hits. AID 504845; note: % is set by controls: 0 for no effect and ±100 for the full control effect; nearly all actives have a fitted effect of over 75% in size; some results filed as inactive show a strong effect at the top dose
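MLSMR compounds (23 nl, pin-transferred) preincubated 10 min at room temperature with a 500nM (2x) first reagent, then RGS4 at 900nM (2x) plus Transcreener GDP mix added; fluorescence polarization (620/688 nm) read before and after 90 min at 30 °C.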
Pin1 inh – blocks the human prolyl isomerase Pin1; Potency, µM (titrated, usually from 115 µM), without a hit: at the highest dose activity, negative = inhibition, most hits filed as inhibitors; Pin1 FP peptide displacement, HiFluor488, 10 min; 390,000 compounds, 0.009% hits; AID 504891; active = well fitted inhibition curve with a large enough effect in the polarisation, with a control signal flat, not every such curve was filed as active; inconclusive = small, poorly fitted or top-dose-only effect, or effect the other way, or a change in a side signal; inactive = no such curve, though single readings can be large or run the other way; the % refers to the polarisation; note: % is set by controls: 0 for no effect and ±100 for the full control effect
HP1b binding inh – blocks HP1-beta chromodomain binding to methylated histone tails; P83916; AlphaScreen HP1-beta / biotin-H3K9me3 peptide binding; Potency, µM (highest dose often 114 µM), inactives show at the highest dose activity change, negative = inhibition, hits mostly inhibitors; 390,000 compounds, 0.56% hits; AID 540317; note: nearly all actives have a fitted effect of over 70% in size; inactives centre near 23
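Compound inhibition of the preformed complex between 50 nM HP1-beta and 50 nM biotinylated H3K9me3 peptide was read by AlphaScreen. Buffer was PBS pH 7.4 with 0.01% Tween-20. Incubations ran 30 min at room temperature, with 10 ug/mL donor/acceptor beads.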
JMJD2A Tudor inh – inhibitors of human JMJD2A Tudor domain; Potency, µM (series often up to 114 µM), for the others: top-dose activity change, negative = inhibition, actives largely listed as inhibitors; AlphaScreen JMJD2A-Tudor / H3K4me3 peptide binding; 390,000 compounds, 4.4% hits; O75164; note: % is set by controls: 0 for no effect and ±100 for the full control effect; nearly all actives have a fitted effect of over 50% in size
GLS inh – blocks human kidney-isoform glutaminase activity; O94925; GLS enzymatic activity, qHTS titration; Potency, µM (series often up to 45.5 µM), for inactives: at the top dose activity change, negative = inhibition, usual class: inhibitors; 410,000 compounds, 0.21% hits; AID 624170; note: % is set by controls: 0 for no effect and ±100 for the full control effect
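Read-out is an Amplex red fluorescence increase coupled through glutamate oxidase and HRP, measured before and after 30 min room-temperature incubation. hKGA is in 45 mM KH2PO4 (pH 8.2) with 0.02% Tween-20; glutamine added as 1mM solution.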
rTrxR1 inhibitor – inhibitors of rat thioredoxin reductase 1. recombinant rTrxR1, NADPH fluorescence consumption, selenite substrate. Potency, µM (series often up to 114 µM), for inactives: top-dose activity change, negative = inhibition, actives largely listed as inhibitors. 390,000 compounds, 1% hits. AID 588453; note: % is set by controls: 0 for no effect and ±100 for the full control effect; nearly all actives have a fitted effect of over 65% in size
Target sequence (O89049 whole entry, looked up): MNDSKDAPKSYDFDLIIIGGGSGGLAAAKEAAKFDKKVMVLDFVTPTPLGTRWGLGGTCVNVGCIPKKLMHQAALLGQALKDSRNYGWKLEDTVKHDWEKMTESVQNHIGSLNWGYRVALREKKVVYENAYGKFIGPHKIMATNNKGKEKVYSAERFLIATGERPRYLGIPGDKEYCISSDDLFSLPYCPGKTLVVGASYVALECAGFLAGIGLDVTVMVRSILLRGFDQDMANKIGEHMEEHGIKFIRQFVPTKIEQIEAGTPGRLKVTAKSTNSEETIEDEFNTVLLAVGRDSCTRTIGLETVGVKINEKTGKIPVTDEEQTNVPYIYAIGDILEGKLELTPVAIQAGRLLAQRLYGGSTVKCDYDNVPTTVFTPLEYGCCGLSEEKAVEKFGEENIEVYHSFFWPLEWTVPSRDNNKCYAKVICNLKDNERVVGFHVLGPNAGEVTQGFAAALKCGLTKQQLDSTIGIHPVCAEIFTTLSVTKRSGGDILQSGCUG
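Rat TrxR1 (90 nM in the dispensed reagent) was pre-reduced with 400 uM NADPH for 5 min at room temperature, then incubated with compound for 15 min. After 400 uM selenite was added, NADPH fluorescence (Ex 340/Em 450 nm) was followed for 8 min.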
Starred values were filed as active, the others as inactive; i = inactive; ? = inconclusive; · = no result given; & = joins results of further samples; [ ] = dose if it differs, or a comment. Unless noted, calls come from the whole dose curve; as a rule, active = well fitted curve in the direction sought with a large enough effect; inconclusive = small, poorly fitted or top-dose-only effect, or another doubt; inactive = no such curve, though single readings can be large; an effect the other way counts as inactive or inconclusive. Potency is the fitted concentration of half-maximal effect. Not all compounds are listed (hit frequency here may not be typical).

1: Cc1snc2sc(C(=O)c3ccc(F)cc3)c(N)c12
2: COc1ccc2sc(N(CCCN(C)C)C(=O)c3nc4ccccc4s3)nc2c1
3: COc1cc(NC(=O)COC(=O)/C=C/c2ccc(OC)c(OC)c2)cc(OC)c1
4: CCOCCCNC(=O)c1ccc(Cn2c(=O)c3cccn3c3cccnc32)cc1
5: CC(=O)c1c(C(C)=O)c(C)n(C2CCCCC2)c1C
6: O=c1c2oc3ccccc3c2n(Cc2ccccc2F)c(=O)n1Cc1ccccc1
7: CSc1ccccc1C(=O)NC1CCSc2ccccc21 (stereo unspecified)
8: Nc1cccc2c(O)cc(S(=O)(=O)O)cc12
compound no.	1	2	3	4	5	6	7	8
Tb PGK inh	0%	-5%	i	-4%	10%	-1%	i	18µM*
12-LOX inh	-7%	?	?	-33%	14%	-17%	-22%	·
ERG-DNA inh	-1%	-6%	0%	-3%	-7%	-1%	1%	?
RGS4 inhibitor	10%	3%	-30%	-20%	-8%	43%	-6%	?
Pin1 inh	-9%	0%	-2%	6%	0%	-9%	-2%	?
HP1b binding inh	58%[activator]	5%	45%	25%	-1%	19%	5%	10µM*
JMJD2A Tudor inh	1%	-23%	-16%	3%	-19%	-13%	-26%	10µM*
GLS inh	-1%	0%	-14%	3%	19%	1%	0%	2.8µM*
rTrxR1 inhibitor	12%	3%	8%	9%	0%	8%	0%	1%

In the list so far, 2 contain a halogen:
1: Cc1snc2sc(C(=O)c3ccc(F)cc3)c(N)c12
6: O=c1c2oc3ccccc3c2n(Cc2ccccc2F)c(=O)n1Cc1ccccc1
compound no.	1	6
Tb PGK inh	0%	-1%
12-LOX inh	-7%	-17%
ERG-DNA inh	-1%	-1%
RGS4 inhibitor	10%	43%
Pin1 inh	-9%	-9%
HP1b binding inh	58%[activator]	19%
JMJD2A Tudor inh	1%	-13%
GLS inh	-1%	1%
rTrxR1 inhibitor	12%	8%

Later entries
9: CC1(c2ccccc2)NC(=O)N(CCOc2ccccc2)C1=O (stereo unspecified)
10: CCC1(C)COC(C)(CC(=O)NNC(=O)Nc2ccccc2)OC1 (stereo unspecified)
11: COc1ccccc1NS(=O)(=O)c1cc(NC(=O)CN2C(=O)NC3(CCCCC3)C2=O)ccc1C
12: C=CCNC(=S)Nc1cccc(NC(=S)NCC=C)c1
13: COCCNC(=O)c1c(NC(=O)c2nc(SC)ncc2Cl)sc2c1CCCC2
14: O=C(CNC(=O)C1CCCCC1)NC1CCCCC1
15: Cc1ccc(C2=CSC3=NS(=O)(=O)CCN23)cc1C
16: Cc1cccn2cc(CCNS(=O)(=O)c3ccc4c(c3)OCCO4)nc12
compound no.	9	10	11	12	13	14	15	16
Tb PGK inh	-1%	-5%	-9%	11%	-3%	2%	-4%	-2%
12-LOX inh	-7%	-20%	-3%	-11%	-9%	26%	1%	33%[activator]
ERG-DNA inh	-2%	-6%	-2%	3%	·	-4%	3%	-11%
RGS4 inhibitor	10%	-15%	8%	-29%	15%	-18%	-23%	17%
Pin1 inh	-6%	?	-5%	2%	25%	-4%	-1%	-13%
HP1b binding inh	32%	22%	32%	43%[activator]	13%	39%	50%[activator]	21%
JMJD2A Tudor inh	-1%	-13%	-14%	-17%	-10%	4%	-5%	-16%
GLS inh	-15%	-1%	16%	9%	15%	-3%	1%	6%
rTrxR1 inhibitor	-12%	14%[57.1 µM]	20%	-28%	?	15%[57.1 µM]	-4%[57.1 µM]	22%[57.1 µM]

17: Cc1ccc(C(CC(=O)c2ccc(Cl)cc2)C(=O)O)cc1 (stereo unspecified)
18: CC(=O)Nc1cccc(-c2cn3cccnc3n2)c1
19: Cc1ccc(S(=O)(=O)c2nc(-c3ccc(F)cc3)oc2N2CCOCC2)cc1
20: O=C(NC1CCCCC1)c1nc2c(nnn2Cc2ccccc2Cl)c(=O)[nH]1
21: O=c1cccccc1NN=C1CCCCC1
22: O=[N+]([O-])c1c(Nc2ccccc2O)cc(N2CCOCC2)c2nonc12
23: Cc1cccc(C(=O)N2CCN(c3ccc([N+](=O)[O-])c(NCc4ccco4)c3)CC2)c1
24: O=C(Nc1cccc(Cl)c1)c1nc[nH]c1C(=O)NCCCNC(=O)c1[nH]cnc1C(=O)Nc1cccc(Cl)c1
compound no.	17	18	19	20	21	22	23	24
Tb PGK inh	8%	-1%	9%	6%	-2%	i	-6%	i
12-LOX inh	2%	-25%	?	16%	?	?	-8%	10%
ERG-DNA inh	-9%	1%	7%	-2%	13%	3%	6%	8%
RGS4 inhibitor	-2%	-4%	-10%	25%	-50%	7%	5%	-41%
Pin1 inh	-4%	-1%	1%	-1%	111%[activator]	5%	2%	9%
HP1b binding inh	32%	21%[57 µM]	16%	18%	20%	13%	-13%	51%[activator]
JMJD2A Tudor inh	7%	-19%	-18%	-4%	?	?	?	-15%
GLS inh	4%	-3%	-1%	11%	-12%	-4%	20%	-5%
rTrxR1 inhibitor	29%	31%[57.1 µM]	?	-2%	?	-8%	25%[57.1 µM]	2%

25: COC(=O)c1ccc(CSc2nc3cc(Cl)ccc3o2)cc1
26: CC12CCCCC1C(C(N)=O)C(=O)O2 (stereo unspecified)
27: CCc1ccc(-n2c(=O)c3sc4ccccc4c3n(Cc3cccc(F)c3)c2=O)cc1
28: CC1CCCC(NC(=O)CCCn2c(=S)[nH]c3ccccc3c2=O)C1C (stereo unspecified)
29: CCCNC(=O)CCn1nc(-c2ccccc2)c2ccccc2c1=O
30: CN(C(=O)CSc1nc2ccc(Cl)cc2[nH]1)C1CCS(=O)(=O)C1 (stereo unspecified)
31: O=C(CN1C(=O)COc2ccc(S(=O)(=O)N3CCOCC3)cc21)Nc1cccc(Cl)c1
32: COC(=O)c1cc2ccsc2n1CC(=O)NCC1CCCO1 (stereo unspecified)
compound no.	25	26	27	28	29	30	31	32
Tb PGK inh	-10%	5%	-2%	-1%	-8%&-6%	-2%	-10%	-3%[11.5 µM]
12-LOX inh	?	2%	-25%	-6%	-3%	-17%	-14%	-7%
ERG-DNA inh	5%	-4%	-2%	-1%	4%&2%	2%	-4%	·
RGS4 inhibitor	-3%	-18%	3%	7%	2%&-14%	-7%	20%	4%
Pin1 inh	60%[activator]	0%	-1%	?	2%&1%	1%	-8%	2%
HP1b binding inh	76%[activator]	23%	47%[activator]	25%	17%&30%	18%	35%	16%
JMJD2A Tudor inh	100%[activator]	-5%	-5%	-8%	-12%&1%	-5%	-3%	2%
GLS inh	-15%	20%	2%	0%	3%&0%	-1%	-3%	1%
rTrxR1 inhibitor	19%	-12%[11.4 µM]	4%	11%[57.1 µM]	-6%[57.1 µM]	12%	18%	10%

Given bar-delimited: part of the list above
cpd | SMILES | Tb PGK inh | 12-LOX inh | ERG-DNA inh | RGS4 inhibitor | Pin1 inh | HP1b binding inh | JMJD2A Tudor inh | GLS inh | rTrxR1 inhibitor
29 | CCCNC(=O)CCn1nc(-c2ccccc2)c2ccccc2c1=O | -8%&-6% | -3% | 4%&2% | 2%&-14% | 2%&1% | 17%&30% | -12%&1% | 3%&0% | -6%[57.1 µM]
26 | CC12CCCCC1C(C(N)=O)C(=O)O2 (stereo unspecified) | 5% | 2% | -4% | -18% | 0% | 23% | -5% | 20% | -12%[11.4 µM]
28 | CC1CCCC(NC(=O)CCCn2c(=S)[nH]c3ccccc3c2=O)C1C (stereo unspecified) | -1% | -6% | -1% | 7% | ? | 25% | -8% | 0% | 11%[57.1 µM]

(more compounds)
33: CCc1cc2c(NC(Cc3ccccc3)C(=O)O)ncnc2s1 (stereo unspecified)
34: CCN(C[C@H]1N[C@@](C)(C(=O)OC)[C@H]2C(=O)N(C)C(=O)[C@@H]12)C(=O)c1ccccc1
35: CCCN1Cc2cccc(C(=O)NC3CCCC3)c2C1=O
36: O=C(NCC1CCCO1)c1ccc2c(=O)n(Cc3ccc(Cl)cc3)c(=S)[nH]c2c1 (stereo unspecified)
37: CCCCCCCC1CC(CSc2ncn[nH]2)OC1=O (stereo unspecified)
38: COc1ccc(C(=O)NNC(=O)CN2CCC(n3nnc4cc(C)ccc43)CC2)cc1
39: Cc1cccc2c1CCCC2=O
40: CSc1nc2ccc(NS(=O)(=O)c3c(Cl)cccc3Cl)cc2s1
compound no.	33	34	35	36	37	38	39	40
Tb PGK inh	-13%	1%	-6%	0%	-7%	i	-8%	-2%
12-LOX inh	2%	-29%	0%	?	-6%	-11%	9%	?
ERG-DNA inh	-2%	-10%	-3%	5%	-12%	4%	-2%	-9%
RGS4 inhibitor	-16%	-14%	5%[11.4 µM]	-22%	-4%[11.4 µM]	13%	2%	1%
Pin1 inh	0%	-1%	-3%	3%	-5%	5%	-3%	12%
HP1b binding inh	35%	50%[activator]	-5%	35%	-9%	32%	36%[57 µM]	7%
JMJD2A Tudor inh	-4%	-17%	-2%[11.4 µM]	-4%	4%[11.4 µM]	-5%	-8%	-23%
GLS inh	2%	-6%	-15%	1%	-19%	2%	2%	17%
rTrxR1 inhibitor	8%	12%	-2%	23%[57.1 µM]	18%	7%	-2%[2.29 µM]	?
